# TAG inh: inhibitors of triacylglycerol accumulation, primary screen, cell-based, uHTS, fluorescence, H9c2; actives 0.66% (n = 230,000); AID 651582, 2012; H9c2 cells, Nile Red lipid (TAG) fluorescence; cells loaded with 200 µM oleic acid; inhibition, % at 12.5 µM;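 active means pattern-corrected inhibition of lipid staining of at least 50% with the nuclear-stain viability signal not falling by more than 50%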;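 further: 0% = DMSO wells and 100% = triacsin C control wells; some results filed as inactive read as strong as hits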
# TAG inh DAPI viability: further read-out of TAG inh, marked with its call; DAPI nuclei signal change (viability), lower = more cytotoxic, %;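 whole-well DAPI fluorescence read on a plate reader as a viability signal; minus 50 percent equals half of cells still viable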
# Active calls of the source: *. An excerpt, so the mix of outcomes need not match the whole.
SMILES,TAG inh,TAG inh DAPI viability
CCCC(=O)Nc1ccccc1NC(C)=O,-4.0,1.2
COc1ccc(-n2nc(C(=O)c3cccs3)cc(-c3nc4ccccc4[nH]3)c2=N)cc1,-33.2,-10.2
O=C1COc2ccc(C(=O)COC(=O)c3cc(S(=O)(=O)NCc4ccccc4)ccc3O)cc2N1,-7.6,2.3
CCCNC(=O)C1(C)CCCN(Cc2cccs2)C1 (stereo not given),-3.1,9.4
CC(=O)NCCNc1nc2cc(-c3cccc(C(F)(F)F)c3)sc2c(=O)n1C,29.7,0.9
NNc1ccc2c(C(F)(F)F)cc(C(F)(F)F)nc2n1,24.5,2.3
CCOc1ccc(C2=Nn3c(CC)nnc3SC2)cc1,-12.8,-1.5
Cc1sc(NC(=O)c2cc3ccccc3oc2=O)c(C(=O)OC(C)C)c1-c1ccccc1,11.3,-11.8
CN1CCN(C2=C(NS(=O)(=O)c3cccs3)C(=O)c3ccccc3C2=O)CC1,15.9,-15.6
Cc1cccc(N2C(=O)CC(N3CCN(c4ccccn4)CC3)C2=O)c1 (stereo not given),2.6,-9.3
O=C(NN1CCOCC1)c1ccccc1Br,6.1,1.7
CCOC(=O)N1CCN(C(=O)CCn2nc(-c3ccc(Cl)cc3)ccc2=O)CC1,6.5,-4.0
COc1nccc(Nc2ccccc2)c1C#N,3.3,5.3
Nc1nc(CSc2nnnn2-c2ccccc2)nc(N2CCCc3ccccc32)n1,7.2,-0.7
O=C(COC(=O)c1n[nH]c(=O)c2ccccc12)c1ccc(Br)cc1,5.1,0.2
CC1CCN(C(=O)Cn2cc(C(=O)C3CC3)c3ccccc32)CC1,-1.9,0.7
O=C(COC(=O)/C=C/c1ccccc1)NC1CCCCC1,6.4,-3.4
COc1ccc(CNC(=O)c2ccc(Cl)c(NC3=NC4CS(=O)(=O)CC4S3)c2)cc1 (stereo not given),5.9,-2.6
COCCCNC(=O)c1ccc(Cn2c(=O)c3ccccc3n(CC(=O)NCCc3ccc(OC)c(OC)c3)c2=O)cc1,-2.0,0.2
O=c1cc(C(F)(F)F)[nH]c2c(C(F)(F)F)cccc12,1.2,1.4
CCOC(=O)COc1nc2c(c(-c3ccco3)c1C#N)CCc1ccccc1-2,8.0,2.4
CCN(CC(=O)Nc1ccc(NC(C)=O)cc1)C(=O)C1CCC1,0.9,0.5
Cc1nc(-c2ccc3c(c2)OCCCO3)cs1,2.2,4.9
Cn1nc(C(=O)OCC(=O)NCCc2ccccc2)c2ccccc2c1=O,1.2,0.2
C[C@H](CO)N1C[C@H](C)[C@@H](CN(C)Cc2cccc(C(=O)O)c2)Oc2cc(Br)ccc2S1(=O)=O,-9.0,3.6
CCc1c(C(=O)NNC(=S)NC2CCCCC2)csc1C,2.4,4.5
CCOc1cccc(OCCCCn2cnc3ccccc3c2=O)c1,0.5,-0.6
COc1ccc(/C=C2\SC(=Nc3ccccc3Cl)NC2=O)c(OC)c1,7.2,3.9
COC(=O)c1ccc(CNC(=O)COC(=O)/C=C/c2cccc(OC)c2)cc1,-1.2,-1.8
CCN(CC)S(=O)(=O)c1ccc(N2CCOCC2)c(NC(=O)c2ccc(OC)c([N+](=O)[O-])c2)c1,16.5,-6.9
Cc1cccc2cc(/C=C3\N=C(c4ccccc4)OC3=O)c(N3CCOCC3)nc12,-1.1,1.2
O=C1CSC(=Nc2ccccc2Cl)N1,-2.6,-4.3
Cc1ccc(S(=O)(=O)N2CCOC2C(Cl)(Cl)Cl)cc1 (stereo not given),-6.3,-1.3
Cc1noc(C)c1C(=O)OC(C)C(=O)c1c[nH]c2ccccc12 (stereo not given),-3.7,6.3
Cc1ccc(S(=O)(=O)NNC(=O)CCC(=O)Nc2ccc(C)cc2C)cc1,1.7,-3.1
O=C(C1CCCO1)N1CCN(C(=S)Nc2ccc(Cl)c(Cl)c2)CC1 (stereo not given),5.7,0.1
Cc1cccc(-n2nnnc2SCC(=O)NC2CCCC2)c1,-7.8,2.1
COc1ccc(-c2nc(-c3ccccc3)c(-c3cc([N+](=O)[O-])ccc3C)[nH]2)cc1OC,50.1*,-1.2*
OCCNc1nc(-c2ccccc2)c2ccccc2n1,12.0,3.4
COc1ccccc1NC(=O)N1CCc2[nH]c3ccc(F)cc3c2C1,7.3,15.2

# Record cards (already shown). Order of values: TAG inh	TAG inh DAPI viability
# COc1ccc(-c2nc(-c3ccccc3)c(-c3cc([N+](=O)[O-])ccc3C)[nH]2)cc1OC is listed with 50.1*	-1.2*
# O=C(C1CCCO1)N1CCN(C(=S)Nc2ccc(Cl)c(Cl)c2)CC1 (stereo not given) is listed with 5.7	0.1

# (continued)
SMILES,TAG inh,TAG inh DAPI viability
O=C(NC(=O)c1ccc(F)cc1)Nc1nc(-c2cccs2)cc(C(F)(F)F)n1,9.9,-2.2
COc1ccccc1NS(=O)(=O)c1cccc(C(=O)N/N=C/c2ccc(C)o2)c1,5.9,-4.8
O=C(O)c1cccnc1Sc1ccccc1Cl,-2.2,-2.4
COc1ccc(C2C(C#N)=C3NC(=O)c4c(sc5c4CCCCC5)N3C3=C2C(=O)CC(C)(C)C3)cc1 (stereo not given),-6.0,-0.8
COc1ccccc1Oc1ncnc2c1oc1ccccc12,6.7,1.3
O=C(NCCCN1CCN(c2ccccc2F)CC1)Nc1ccccc1[N+](=O)[O-],22.7,-20.1
COc1ccc(/C=C(/NC(=O)/C=C/c2ccccc2)C(=O)NCCCCCC(=O)O)cc1,-2.2,2.2
CCOC(=O)c1ccc(NC(=O)c2cnccn2)cc1,33.1,-5.8
COc1ccccc1C1CC(=O)Oc2cc(C)c(Cl)c(C)c21 (stereo not given),-19.6,3.2
COc1ccc(N(C(C)C(=O)N2CCCC2)S(C)(=O)=O)cc1 (stereo not given),-5.9,5.6

# Some values from the entries so far.
# `Cc1ccc(S(=O)(=O)N2CCOC2C(Cl)(Cl)Cl)cc1` (stereo not given) | TAG inh: -6.3
# `O=C(O)c1cccnc1Sc1ccccc1Cl` | TAG inh: -2.2
# `O=c1cc(C(F)(F)F)[nH]c2c(C(F)(F)F)cccc12` | TAG inh: 1.2

# More compounds follow:
SMILES,TAG inh,TAG inh DAPI viability
COc1cc(-c2nnc(COC(=O)c3cc(C)nc4ccc(C)cc34)o2)cc(OC)c1OC,11.0,16.9
CCCCn1c(N)c(N(CCOC)C(=O)COC(=O)/C=C/c2ccc(Br)cc2)c(=O)[nH]c1=O,17.1,3.8
COC(=O)N/N=C/c1ccc(-c2ccc(Cl)cc2Cl)o1,-7.4,6.0
COCCNC(=O)C1(C)CCCN(Cc2cc(-c3ccccc3)on2)C1 (stereo not given),2.3,-7.7
CCOc1ccc(NC(=O)C2C3CC/C=C\CCC32)cc1 (stereo not given),6.9,-6.4
COc1ccc(-c2csc3ncnc(N4CCN(S(=O)(=O)c5cccc(Br)c5)CC4)c23)cc1,3.8,9.9
Cc1ccc(S(=O)(=O)CCC(=O)OCC(=O)NCCc2ccc(S(N)(=O)=O)cc2)cc1,-27.6,7.6
CCCCCC(=O)NC(Cc1ccc(OC)c([N+](=O)[O-])c1)C(=O)O (stereo not given),3.4,-6.5
COC(=O)C1CC(c2ccc(Cl)cc2)=NO1 (stereo not given),-5.9,4.2
Cc1ccc([C@H]2C[C@H](O)[C@@H](n3cc(COC(=O)c4ccccc4)nn3)CN2C(=O)c2cccs2)cc1,0.3,4.6
CCCCn1c(N)c(N(CCC(C)C)C(=O)c2ccc(C)c(S(=O)(=O)N3CCOCC3)c2)c(=O)[nH]c1=O,-7.7,-1.1
O=C(NNC(=O)c1cccc(S(=O)(=O)Nc2ccc(Cl)cc2)c1)c1ccc(=O)[nH]c1,-11.8,-4.2
CCOCCCNC(=O)C(NC(=O)Cc1cccs1)c1ccc(OC)cc1 (stereo not given),-0.7,0.5
COc1ccc(CC(=O)Nc2sccc2C#N)cc1S(=O)(=O)N1CCOCC1,-8.2,-5.9
O=C(CN1CCN(C(=O)c2ccco2)CC1)Nc1cccc([N+](=O)[O-])c1,-7.3,14.1
O=C(Nc1cccc(C(F)(F)F)c1)OCCN1CCN(Cc2ccccc2)CCC1=O,2.7,-0.2
O=[N+]([O-])c1cccnc1Sc1ccc(Br)cc1,-0.3,-1.8
COC(=O)c1ccc(-c2ccco2)n1Cc1nc(-c2ccc(OC)c(OC)c2)oc1C,-9.3,13.2
CCN(CC)c1ccc(-c2nnc(SCC(=O)Nc3ccccc3C#N)n2-c2ccccc2)cc1,-44.5,-8.8
CC(Cc1cccs1)NC(=O)Nc1ccc(Cl)c(Cl)c1 (stereo not given),-5.9,1.9

# A portion taken from the entries so far, for reference:
SMILES,TAG inh,TAG inh DAPI viability
COc1ccc(N(C(C)C(=O)N2CCCC2)S(C)(=O)=O)cc1 (stereo not given),-5.9,5.6
COc1cc(-c2nnc(COC(=O)c3cc(C)nc4ccc(C)cc34)o2)cc(OC)c1OC,11.0,16.9
CCCCn1c(N)c(N(CCOC)C(=O)COC(=O)/C=C/c2ccc(Br)cc2)c(=O)[nH]c1=O,17.1,3.8
COC(=O)N/N=C/c1ccc(-c2ccc(Cl)cc2Cl)o1,-7.4,6.0
COCCNC(=O)C1(C)CCCN(Cc2cc(-c3ccccc3)on2)C1 (stereo not given),2.3,-7.7
CCOc1ccc(NC(=O)C2C3CC/C=C\CCC32)cc1 (stereo not given),6.9,-6.4
COc1ccc(-c2csc3ncnc(N4CCN(S(=O)(=O)c5cccc(Br)c5)CC4)c23)cc1,3.8,9.9
Cc1ccc(S(=O)(=O)CCC(=O)OCC(=O)NCCc2ccc(S(N)(=O)=O)cc2)cc1,-27.6,7.6
CCCCCC(=O)NC(Cc1ccc(OC)c([N+](=O)[O-])c1)C(=O)O (stereo not given),3.4,-6.5
COC(=O)C1CC(c2ccc(Cl)cc2)=NO1 (stereo not given),-5.9,4.2
Cc1ccc([C@H]2C[C@H](O)[C@@H](n3cc(COC(=O)c4ccccc4)nn3)CN2C(=O)c2cccs2)cc1,0.3,4.6
CCCCn1c(N)c(N(CCC(C)C)C(=O)c2ccc(C)c(S(=O)(=O)N3CCOCC3)c2)c(=O)[nH]c1=O,-7.7,-1.1
O=C(NNC(=O)c1cccc(S(=O)(=O)Nc2ccc(Cl)cc2)c1)c1ccc(=O)[nH]c1,-11.8,-4.2
CCOCCCNC(=O)C(NC(=O)Cc1cccs1)c1ccc(OC)cc1 (stereo not given),-0.7,0.5
COc1ccc(CC(=O)Nc2sccc2C#N)cc1S(=O)(=O)N1CCOCC1,-8.2,-5.9
O=C(CN1CCN(C(=O)c2ccco2)CC1)Nc1cccc([N+](=O)[O-])c1,-7.3,14.1
O=C(Nc1cccc(C(F)(F)F)c1)OCCN1CCN(Cc2ccccc2)CCC1=O,2.7,-0.2
O=[N+]([O-])c1cccnc1Sc1ccc(Br)cc1,-0.3,-1.8
COC(=O)c1ccc(-c2ccco2)n1Cc1nc(-c2ccc(OC)c(OC)c2)oc1C,-9.3,13.2
CCN(CC)c1ccc(-c2nnc(SCC(=O)Nc3ccccc3C#N)n2-c2ccccc2)cc1,-44.5,-8.8
CC(Cc1cccs1)NC(=O)Nc1ccc(Cl)c(Cl)c1 (stereo not given),-5.9,1.9

# (more compounds)
SMILES,TAG inh,TAG inh DAPI viability
O=C1CC2(CCN(C(=O)c3ccccc3Cl)CC2)Oc2ccccc21,7.2,5.0
CN(CC(=O)Nc1ccc(F)cc1)C(=O)c1cn(-c2ccccc2)nc1-c1cccs1,14.8,6.3
O=c1[nH]c(=S)n(C2CCCCC2)c(O)c1C=NCCN1CCOCC1,-7.5,6.3
CC(CN1CCN(C)CC1)OC(=O)c1ccc(Cl)cc1 (stereo not given),-4.0,5.7
Cc1cccc(NS(=O)(=O)c2ccc(C)c(C(=O)NCc3ccccn3)c2)c1,-2.0,1.3
C[C@@H]1CN([C@H](C)CO)S(=O)(=O)c2ccc(Br)cc2O[C@H]1CN(C)C(=O)Nc1cccc(F)c1,-1.7,-6.4
CN(C)c1ccc(-c2ccnc3c2CC(C)(C(=O)Nc2cccc(C(F)(F)F)c2)O3)cc1 (stereo not given),7.0,54.7
COCC[N+]1(C)CCCCC1,-3.8,-1.6
O=C(CNCc1ccccc1Cl)Nc1ccccc1N1CCCCC1,-16.7,7.5
CN(c1ccccc1)c1cc(Br)nc(Br)c1,-9.5,5.5
Cc1ccc(S(=O)(=O)N(C)CC(=O)NNC(=O)Cc2ccccc2F)cc1,-9.9,6.6
CCOC(=O)c1cnc(SCC(=O)Nc2cc(OC)cc(OC)c2)nc1N,-14.2,1.7
O=C(Cn1nc(C(=O)O)c2ccccc2c1=O)Nc1cccc(S(=O)(=O)N2CCOCC2)c1,7.6,-4.4
Cc1ccc(C(=O)NCC(=O)OCCCOC(=O)CNC(=O)c2ccc(C)cc2)cc1,11.4,7.2
N#Cc1c(-c2ccccc2)nc(SCc2ccc([N+](=O)[O-])cc2)[nH]c1=O,12.0,-3.2
COc1ccc(OCCNC(=O)/C=C/c2ccccc2)cc1,2.1,-2.0
Cc1c(C(=O)NCCSCc2ccccc2)cccc1[N+](=O)[O-],-15.4,-6.8
COC(=O)Cc1ccc(NC(=O)c2ccc3c(c2)C(=O)N(Cc2cccnc2)C3=O)cc1,3.3,-4.5
Cn1nnnc1SCC(=O)Nc1ccccc1C(N)=O,24.7,-18.9
CCOc1cccc(/C=C/c2ccc3ccccc3n2)c1OC(C)=O,-9.0,30.2
O=C(c1ccc2ccccc2c1)C1CCCN(C(=O)c2cnccn2)C1 (stereo not given),-15.1,6.1
CC1=CN2C(=N)/C(=C/c3ccc(Sc4ccc(C)cc4)o3)C(=O)N=C2S1,-5.2,-2.3
O=S(=O)(NCCc1ccc(F)cc1)c1ccc(F)cc1Br,-5.1,-0.9
O=C(NN1C(=O)/C(=C/c2cccs2)SC1=S)c1cccnc1,12.5,-1.1
CC(C)CN(C(=O)C1CCCO1)c1c(N)n(CC(C)C)c(=O)[nH]c1=O (stereo not given),4.0,0.4
COc1ccc(-c2csc(NC(=O)CSCc3c(C)noc3C)n2)c(OC)c1,10.8,-1.4
